Assay outcomes as filed in PubChem.
TDP2 absorb: TDP2 (human) inhibition, absorbance primary screen | recombinant TDP2, T5PNP hydrolysis, p-nitrophenol absorbance 415 nm | inhibition, % at 12.8 µM | O95551 | AID 720702 | 370,000 compounds, 0.34% hits;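 active = inhibition above the mean of all tested compounds plus 3 SD, set per campaign, cut at about 25% in these data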;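 note: 0% = DMSO with enzyme and 100% = buffer with substrate but no TDP2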
Target sequence (O95551 whole entry, looked up): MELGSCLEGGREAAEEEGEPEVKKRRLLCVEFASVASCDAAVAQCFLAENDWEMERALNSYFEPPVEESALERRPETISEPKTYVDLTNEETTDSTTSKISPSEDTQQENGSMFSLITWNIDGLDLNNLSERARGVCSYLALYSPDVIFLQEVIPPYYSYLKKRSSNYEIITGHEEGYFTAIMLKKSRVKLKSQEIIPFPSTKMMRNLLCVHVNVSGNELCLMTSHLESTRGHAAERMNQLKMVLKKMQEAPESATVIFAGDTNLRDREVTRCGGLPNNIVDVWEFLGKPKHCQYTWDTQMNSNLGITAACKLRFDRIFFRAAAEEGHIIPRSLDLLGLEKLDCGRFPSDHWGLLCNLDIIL
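System: recombinant human TDP2 / Amount: 120 nM TDP2 per well / Also added: 5 mM T5PNP chromogenic substrate / Doses: 12.8 µM single point, 1% DMSO / Incubation: 2 h at 37 °C / Detection: p-Nitrophenol epi absorbance / Evaluation: % inhibition relative to enzyme-containing and enzyme-free wells / Repeats: singlicate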
HTRA1 inhibitor: inhibitors of human serine peptidase HTRA1 | recombinant HTRA1, FP-rhodamine activity-based probe, fluorescence polarization | inhibition, % at 5.96 µM | 340,000 compounds, 0.5% hits | AID 504803; in the data active = inhibition above about 36%;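 note: 0% = enzyme with DMSO and 100% = wells lacking enzyme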
PG9 Ab binder: binds the HIV-1 gp120 antibody PG9. AID 624416. inhibition, % at 6.7 µM. TR-FRET gp120-PG9 antibody binding. 360,000 compounds, 0.43% hits; in the data active = inhibition above about 8.5%
ABHD4 inh: inhibitors of mouse ABHD4; 370,000 compounds, 0.54% hits; inhibition, % at 8.92 µM; Q8VD66; purified mABHD4, FP-Rh probe fluorescence polarization;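 active = inhibition exceeding the mean over every tested compound plus 3 SD, cut at about 30% in these data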;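 note: 0% = plate median of compound wells and 100% = S159A mutant with DMSO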
Target sequence (Q8VD66 whole entry, looked up): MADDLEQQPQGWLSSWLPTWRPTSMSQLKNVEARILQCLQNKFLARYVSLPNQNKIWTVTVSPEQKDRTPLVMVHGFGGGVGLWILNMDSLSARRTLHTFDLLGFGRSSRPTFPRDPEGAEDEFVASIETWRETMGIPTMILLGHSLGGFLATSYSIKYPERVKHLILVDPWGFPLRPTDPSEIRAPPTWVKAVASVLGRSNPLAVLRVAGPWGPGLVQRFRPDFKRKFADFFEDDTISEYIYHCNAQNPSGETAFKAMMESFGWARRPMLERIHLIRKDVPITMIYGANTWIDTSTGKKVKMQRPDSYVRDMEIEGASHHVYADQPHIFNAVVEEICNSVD
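Assay system: mouse ABHD4 enzyme, wild type / Also added: fluorescent activity-based probe FP-Rh / Doses: single nominal dose of 8.92 µM, 0.89% DMSO final / Timing: 45 min compound pre-incubation plus 60 min probe step, 25 °C / Signal: FP readout, ex 525 nm / em 598 nm / Control set: S159A mutant/DMSO as 100%, compound-well median as 0%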
SIAE inh: inhibitors of human sialic acid acetylesterase SIAE; Q9HAT2; SIAE FP-Rh probe binding, fluorescence polarization; inhibition, % at 9.66 µM; 370,000 compounds, 0.69% hits;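 active = inhibition above a cutoff: mean of compounds within the control limits plus 3 SD of those, cut at about 17% in these data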;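 note: 0% = plate median of compound wells and 100% = probe without SIAE protein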
rCAG binder: molecules binding r(CAG) RNA repeats. r(CAG) RNA repeat, TO-PRO-1 dye displacement fluorescence. inhibition, % at 3 µM. 370,000 compounds, 1.3% hits;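 active = inhibition above the plate cutoff, the mean of all test compounds on that plate plus 3 SD, cut at about 35% in these data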;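 note: 0% = DMSO alone and 100% = 100 µM mitoxantrone as full dye displacement; higher means more dye released from RNA so lower well fluorescence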
LEDGF integ inh: blocks HIV-1 LEDGF/p75-dependent DNA integration; AID 743269; 370,000 compounds, 0.64% hits; TR-FRET IN-LEDGF/p75 DNA integration, Eu/Cy5; inhibition, % at 3.7 µM;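 active = inhibition above the screen-wide mean plus 3 SD, cut at about 13% in these data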;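 note: signal is the Cy5 over europium emission ratio at 671 and 618 nm; 0% = plate median of compound wells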
PRMT1 inh: inhibitors of human PRMT1; Q99873; recombinant PRMT1, activity-based probe fluorescence polarization; inhibition, % at 2.79 µM; 370,000 compounds, 1.3% hits; AID 652257;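 active = inhibition above about 21% made by adding two undisclosed values, limit read from the data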
Target sequence (Q99873 whole entry, looked up): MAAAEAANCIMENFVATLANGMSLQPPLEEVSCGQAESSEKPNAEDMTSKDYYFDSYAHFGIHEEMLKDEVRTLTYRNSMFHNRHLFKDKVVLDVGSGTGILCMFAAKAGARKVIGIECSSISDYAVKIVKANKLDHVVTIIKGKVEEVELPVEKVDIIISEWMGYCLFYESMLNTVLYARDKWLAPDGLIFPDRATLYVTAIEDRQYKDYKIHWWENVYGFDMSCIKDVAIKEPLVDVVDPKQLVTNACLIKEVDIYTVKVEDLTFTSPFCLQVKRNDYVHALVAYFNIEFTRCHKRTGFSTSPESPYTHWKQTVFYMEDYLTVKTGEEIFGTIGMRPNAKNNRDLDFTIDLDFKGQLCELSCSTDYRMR
NR1D1 modulator: modulators of human Rev-erb alpha DNA binding | Rev-erbα–FITC-DNA binding, fluorescence polarization, 90 min | activity, % at 10 µM | 370,000 compounds, 0.79% hits | AID 1259318;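 active = activity above about 14%, limit read from the data; passing the limit was not always enough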;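 note: 0% = DMSO wells with 35 nM protein and 100% = DMSO wells with 750 nM protein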
TCR CD3 inh: human TCR-CD3 binding inhibition; AID 651800; inhibition, % at 9.4 µM; TAMRA-labeled TCR probe fluorescence, biochemical; 360,000 compounds, 0.37% hits; in the data active = inhibition above about 19%;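 note: recombinant mutant TCR 2C K166C tagged with TAMRA read by polarization; 0% = receptor in buffer alone and 100% = receptor with positive control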
* = called active by the depositor; · = no result given. Only part of the results is shown, so the mix of outcomes need not match the whole.

SMILES	TDP2 absorb	HTRA1 inhibitor	PG9 Ab binder	ABHD4 inh	SIAE inh	rCAG binder	LEDGF integ inh	PRMT1 inh	NR1D1 modulator	TCR CD3 inh
CC(=O)c1ccc(OCc2nnn(CC(=O)O)c2-c2ccccc2)cc1	1	·	3.5	-3	1	7	-3	1	-6	6
CCC(C)NC(=O)C1CC(=O)N(CCc2ccc(F)cc2)C1 (stereo not given)	-7	2	-3.1	0	3	-3	5	-3	-4	-6
COc1ccc([C@H]2C=C3CN(C(=O)OC(C)(C)C)S(=O)(=O)[C@H]3C[C@H]2OC(=O)c2ccc(C(F)(F)F)cc2)cc1	1	-11	0.1	-2	-7	2	1	2	-4	-3
COc1ccc(Oc2c(Br)cnn(Cc3cccc4ccccc34)c2=O)cc1	3	·	·	2	-9	6	-1	0	5	·
COc1ccc(CCNC(=O)CC(C)(C)CC2=NS(=O)(=O)c3ccccc3N2)cc1OC	10	1	-0.3	0	5	-4	1	0	-3	3
CCc1nc2ccccc2c(=O)n1NC(=O)c1c(O)c2ccccc2[nH]c1=O	11	3	-1.9	8	7	5	-3	1	0	4
O=C1CC(c2ccccc2)CC2=C1C=Nc1ccccc1N2 (stereo not given)	6	-3	0.3	3	4	-3	4	3	-6	-4
Cc1nnc(NC(=O)C(C)Sc2nnc(CCNC(=O)c3ccccc3F)n2C)s1 (stereo not given)	8	9	-1.0	4	-4	-3	-3	2	2	-5
COc1ccc(CCNC(=O)c2ccc3c(=O)n(Cc4ccco4)c(=S)[nH]c3c2)cc1OC	0	-16	-1.3	-9	-19	3	1	3	-13	2
Cc1c(C(=O)N2CCc3ccccc3C2)oc2ccc(Br)cc12	2	-35	1.5	-7	-5	1	-3	3	0	-10
CCc1ccc2[nH]c3nc(SCC(=O)NCC4CCCO4)nnc3c2c1 (stereo not given)	-16	3	-1.0	-2	-4	1	5	1	0	-6
O=S(=O)(NCc1ccncc1)c1ccc(S(=O)(=O)NCC2CCCO2)cc1 (stereo not given)	-2	-1	-1.4	-2	-3	0	-4	1	-3	-2
Brc1cc(Br)c(Oc2cc(Br)c(Br)cc2Br)cc1Br	-3	-3	-1.1	-4	-2	5	2	-2	0	7
Cc1ccc2c(c1)N(CCCC(=O)N(C)Cc1ccccc1F)C(=O)CO2	-8	·	·	1	8	-1	4	-4	0	·
CC(=O)c1cc(F)ccc1OCC(=O)Nc1ccc2c(c1)OCO2	-7	-1	0.4	2	4	8	3	0	5	0
CCC(CO)Nc1ccc(-c2nn(C)c(=O)c3ccccc23)cc1[N+](=O)[O-] (stereo not given)	-8	-1	-2.5	6	-3	-4	0	-1	-1	-2
COC(=O)[C@@]12CCCCC3=C1N(CCC3)C(=O)[C@H]2CC(=O)NCc1ccccc1	0	·	·	3	-3	0	-2	0	4	·
Cc1ccc(C(=O)COC(=O)CNC(=O)CNC(=O)c2ccc(C)cc2)cc1	-11	2	0.2	-6	3	-3	1	-3	4	2
CCc1cccc(OCC(=O)Nc2cc(S(=O)(=O)N3CCOCC3)ccc2N2CCCC2)c1	-1	-11	-0.2	5	14	-4	1	-3	-12	0
Cc1cc(C)nc(SCC(=O)Nc2ccccc2[N+](=O)[O-])n1	8	5	1.8	-5	5	-2	-1	-5	11	3
O=C(COC(=O)c1ccc(O)cc1)Nc1cc(C(F)(F)F)ccc1Cl	2	-14	-2.1	-26	-15	1	5	-2	-2	1
N#C/C(=C/c1cccs1)c1ccccn1	-3	2	-3.1	-3	9	1	2	-3	2	-5
CCN1C(Nc2ccccc2)=NC[C@@H]1CC(C)C	9	1	0.6	-7	-4	4	-2	-2	-1	-1
CCOc1ccc(CCNS(=O)(=O)c2ccc3c(c2)NC(=O)CC(=O)N3)cc1OCC	3	-2	0.9	-3	10	2	5	-3	-2	8
N=C1C(c2nc3ccccc3s2)=C(O)CN1Cc1ccco1	3	-2	-2.2	7	7	8	7	6	0	4

Entries of single compounds as entered above. Order of screens: TDP2 absorb | HTRA1 inhibitor | PG9 Ab binder | ABHD4 inh | SIAE inh | rCAG binder | LEDGF integ inh | PRMT1 inh | NR1D1 modulator | TCR CD3 inh
Record of O=C(COC(=O)c1ccc(O)cc1)Nc1cc(C(F)(F)F)ccc1Cl = 2 | -14 | -2.1 | -26 | -15 | 1 | 5 | -2 | -2 | 1
Record of CC(=O)c1ccc(OCc2nnn(CC(=O)O)c2-c2ccccc2)cc1 = 1 | · | 3.5 | -3 | 1 | 7 | -3 | 1 | -6 | 6

The list continues.
SMILES	TDP2 absorb	HTRA1 inhibitor	PG9 Ab binder	ABHD4 inh	SIAE inh	rCAG binder	LEDGF integ inh	PRMT1 inh	NR1D1 modulator	TCR CD3 inh
Cc1ccc(CNS(=O)(=O)c2ccc(-n3cccn3)cc2)cc1	-3	-7	0.3	-61	6	2	1	-7	-6	1
CCOC(=O)N1CCN(C(=O)c2ccc(-n3c(=S)[nH]c4ccccc4c3=O)cc2)CC1	-9	-6	1.1	-7	4	-3	1	4	3	0
COc1ccc(NC(=S)NNC(=O)c2ccccc2OC(F)F)cc1	6	-2	1.3	0	3	3	-6	2	0	-6
CCCN(CC(=O)Nc1ccccc1OC)C(=O)c1ccc(S(=O)(=O)Nc2ccccc2)cc1	6	-3	0.5	-3	5	-2	3	-2	-9	-3
CNC(=O)NC(=S)NC(=O)c1ccc(OC)cc1	-8	0	0.7	3	-1	3	-2	-2	2	5
Nc1cc(=O)[nH]c(N2CCN(c3ccccc3)CC2)n1	5	0	-0.3	3	1	-2	2	2	-7	-1
COc1ccc2ccccc2c1/C=N/Nc1ccc(Cl)c(C(=O)O)c1	11	7	0.5	37*	14	18	8	2	-2	10
CCOc1ccc(NC(=O)CCNS(=O)(=O)c2ccc3c(c2)CC(C)N3C(C)=O)cc1 (stereo not given)	-10	-3	-0.5	8	4	1	-1	-2	1	1
COc1cc(OC)cc(C(=O)NCC2CCCN(C(=O)c3oc(C)cc3C)C2)c1 (stereo not given)	11	-2	-1.2	0	8	-2	-2	0	3	10
CC1CCCCC12NC(=O)N(CC(=O)N1CCN(c3ncccn3)CC1)C2=O (stereo not given)	-15	5	1.3	-3	-4	0	4	-5	7	-2
Cc1ccc2[nH]c(=O)c(CN(Cc3ccco3)C(=O)c3ccncc3)cc2c1	-15	-7	1.4	6	-5	6	3	7	0	9
Cc1sc2c(c1C)C(=O)NC(c1ccccc1F)N2 (stereo not given)	-3	-3	1.2	3	-4	7	-2	19	-3	-4
CCN(C(=O)CSc1nnc(-c2ccccc2)n1C)C1CCS(=O)(=O)C1 (stereo not given)	6	8	-0.3	-1	-1	-2	5	-5	6	0
COc1ccc(OC)c(NS(=O)(=O)c2cccs2)c1	9	-1	-1.0	4	-2	2	-3	1	-1	-3
COCCN(C(=S)Nc1cccc(C)c1)C(C)c1cccnc1 (stereo not given)	-2	3	-0.3	-1	-1	-2	1	-4	2	0
Cc1cc(C)cc(OC(=O)c2cccnc2)c1	-4	0	1.1	2	2	2	-6	6	-3	-3
Cc1nn(CCC#N)c(NC(=O)c2ccccc2)c1P(=O)(Nc1ccc(Br)cc1)N1CCOCC1 (stereo not given)	-6	-3	-0.9	-4	4	2	2	0	0	3
O=C(COC(=O)COc1ccc(Cl)cc1Br)NC1CCCCCC1	4	-7	1.8	5	-7	0	0	2	2	-1
CN(C)c1nc(NCc2ccccc2)nc(N/N=C/c2ccc3c(c2)OCO3)n1	-1	-6	2.2	5	6	2	4	0	-2	5
CCN(C(=O)COc1ccc(F)cc1Br)c1c(N)n(Cc2ccccc2)c(=O)[nH]c1=O	0	-5	-1.3	-1	14	2	3	-8	2	5
COc1cc(-c2coc3c(C(=O)NCc4ccncc4)cccc23)ccc1O	4	·	-0.5	1	5	8	2	1	-4	1
Cn1nccc1C(=O)N/N=C/c1ccccc1[N+](=O)[O-]	-7	0	-1.0	8	-11	1	-4	1	-3	2
CCOc1ccc(NC(=O)CSc2nc3cccnc3n2CC)cc1	-4	2	-1.6	2	6	-5	-1	-2	-5	1
Nc1ccn(C2OC(CO)C(O)C2F)c(=O)n1 (stereo not given)	-5	·	-1.1	4	-2	1	-1	5	-5	-3
COc1cc(/C=N/N2CCCCC2)cc(OC)c1O	8	2	-1.2	-10	-8	6	-1	0	3	-6
Other results follow:
SMILES	TDP2 absorb	HTRA1 inhibitor	PG9 Ab binder	ABHD4 inh	SIAE inh	rCAG binder	LEDGF integ inh	PRMT1 inh	NR1D1 modulator	TCR CD3 inh
CCN(CC)c1ccc(C2C3CCCCC3(O)CCN2CC(=O)Nc2ccccc2)cc1 (stereo not given)	-1	-7	0.8	0	-1	-5	-4	-4	-2	4
CCC(NC(=O)c1cc(COc2ccc(F)c(F)c2)on1)c1ccncc1 (stereo not given)	6	-3	-0.2	-7	3	0	1	-2	0	2
Cc1c(Br)cc(C(=O)N2CCN(CCO)CC2)c(C)c1C	9	-3	-0.6	5	0	-6	0	1	-3	3
Cc1cc(C)nc(NC(=O)c2cccs2)n1	-8	-2	0.7	2	0	-1	4	-1	-4	7
COc1ccc(COCC(CC(C)C)N2CCN(C(=O)c3cccc(C(F)(F)F)c3)CCC2=O)cc1 (stereo not given)	-7	2	-0.3	-3	6	-6	-2	5	-4	1
C(=C\c1nc2ccccc2[nH]1)/c1ccccc1	-3	-11	-0.1	-3	-3	0	-2	0	1	2
CCc1ccccc1NS(=O)(=O)c1cccc2nsnc12	0	1	-0.4	3	-3	-1	-3	2	7	-2
CCCn1nc(NC(=O)c2ccco2)c2cc3ccc(C)cc3nc21	-6	-27	0.9	-14	-15	9	4	2	-1	-2
CCc1ccccc1OCC(=O)OCC(=O)c1c(N)n(C)c(=O)n(C)c1=O	12	-10	-0.3	-4	-4	-3	3	-1	2	2
CN(CC(=O)NNC(=O)Cc1ccccc1F)S(=O)(=O)c1ccc(Cl)cc1	-1	0	0.4	-2	1	1	-1	0	-1	0
Cc1ccc([N+](=O)[O-])cc1N=Cc1ccc(Br)s1	0	3	-0.1	3	-2	0	0	1	6	1
Cc1ccc(NC(=O)C(=O)NCCc2c[nH]c3ccccc23)cc1C	12	-5	-1.7	2	2	-4	-1	0	6	-2
CCc1ccc(OCCNC(=O)c2cc(SC)ccc2Cl)cc1	-8	-16	1.8	-7	-3	1	0	-3	2	1
CCCC(=O)Nc1cc2c3c(c1)C(C)C(=O)N3CCC2 (stereo not given)	-11	10	-1.4	-6	-4	3	0	0	0	-4
CCOC(=O)c1c(NC(=O)c2ccccc2N(C)S(=O)(=O)c2ccccc2)sc2c1CCCC2	-14	-29	1.2	-16	-11	9	1	2	0	-8
Cc1ccc(-c2c[n+](CC(=O)Nc3cc(=O)n(C)c(=O)n3C)c3n2CCC3)cc1	-11	0	-1.4	0	2	3	3	-1	3	0
CCCCCCCCN1C(=O)[C@@H](CC(=O)N2CCSCC2)C[C@@]2(C(=O)OC)C1=C[C@H](C(C)C)O[C@@H]2C1CC1	-11	·	·	-7	5	11	-1	1	-2	·
Cc1ccc(SCCC(=O)Nc2nccs2)cc1	-2	-2	0.1	5	1	0	5	2	-4	5
